Bioassay records (PubChem)
USP7 inh: inhibitors of human USP7 deubiquitinase | Ubiquitin carboxyl-terminal hydrolase 7 (Homo sapiens), Q93009 | purified USP7, Ub-rhodamine cleavage fluorescence | inhibition, % at 20 µM | hit rate 0.3% among 47,000
UCHL1 inh: inhibitors of human UCHL1 deubiquitinase. purified UCHL1, Ub-rhodamine cleavage fluorescence. Ubiquitin carboxyl-terminal hydrolase isozyme L1 (Homo sapiens), P09936. inhibition, % at 20 µM. hit rate 0.2% among 47,000
USP30 block: inhibitors of human USP30 deubiquitinase; hit rate 5.3% among 47,000; AID 1645860, 2021; Ubiquitin carboxyl-terminal hydrolase 30 (Homo sapiens), Q70CQ3; inhibition, % at 25 µM; purified USP30, Ub-rhodamine cleavage fluorescence
USP28 block: inhibitors of human USP28 deubiquitinase; Ubiquitin carboxyl-terminal hydrolase 28 (Homo sapiens), Q96RU2; purified USP28, Ub-rhodamine cleavage fluorescence, 30 min; inhibition, % at 25 µM; hit rate 3% among 47,000
USP10 block: inhibitors of human USP10 deubiquitinase | Ubiquitin carboxyl-terminal hydrolase 10 (Homo sapiens), Q14694 | purified USP10, Ub-rhodamine fluorescence, 60 min | inhibition, % at 20 µM | hit rate 1.1% among 47,000
USP17 block: inhibitors of human USP17 deubiquitinase | purified USP17, Ub-rhodamine cleavage fluorescence, 3 h | inhibition, % at 50 µM | AID 1645855, 2021 | Ubiquitin carboxyl-terminal hydrolase 17-like protein 5 (Homo sapiens), A8MUK1 | hit rate 6.5% among 47,000
USP8 inh: inhibitors of human USP8 deubiquitinase; Ubiquitin carboxyl-terminal hydrolase 8 (Homo sapiens), P40818; purified USP8, Ub-rhodamine cleavage fluorescence, 30 min; inhibition, % at 20 µM; hit rate 4.2% among 47,000
Target sequence (P40818 whole entry, looked up): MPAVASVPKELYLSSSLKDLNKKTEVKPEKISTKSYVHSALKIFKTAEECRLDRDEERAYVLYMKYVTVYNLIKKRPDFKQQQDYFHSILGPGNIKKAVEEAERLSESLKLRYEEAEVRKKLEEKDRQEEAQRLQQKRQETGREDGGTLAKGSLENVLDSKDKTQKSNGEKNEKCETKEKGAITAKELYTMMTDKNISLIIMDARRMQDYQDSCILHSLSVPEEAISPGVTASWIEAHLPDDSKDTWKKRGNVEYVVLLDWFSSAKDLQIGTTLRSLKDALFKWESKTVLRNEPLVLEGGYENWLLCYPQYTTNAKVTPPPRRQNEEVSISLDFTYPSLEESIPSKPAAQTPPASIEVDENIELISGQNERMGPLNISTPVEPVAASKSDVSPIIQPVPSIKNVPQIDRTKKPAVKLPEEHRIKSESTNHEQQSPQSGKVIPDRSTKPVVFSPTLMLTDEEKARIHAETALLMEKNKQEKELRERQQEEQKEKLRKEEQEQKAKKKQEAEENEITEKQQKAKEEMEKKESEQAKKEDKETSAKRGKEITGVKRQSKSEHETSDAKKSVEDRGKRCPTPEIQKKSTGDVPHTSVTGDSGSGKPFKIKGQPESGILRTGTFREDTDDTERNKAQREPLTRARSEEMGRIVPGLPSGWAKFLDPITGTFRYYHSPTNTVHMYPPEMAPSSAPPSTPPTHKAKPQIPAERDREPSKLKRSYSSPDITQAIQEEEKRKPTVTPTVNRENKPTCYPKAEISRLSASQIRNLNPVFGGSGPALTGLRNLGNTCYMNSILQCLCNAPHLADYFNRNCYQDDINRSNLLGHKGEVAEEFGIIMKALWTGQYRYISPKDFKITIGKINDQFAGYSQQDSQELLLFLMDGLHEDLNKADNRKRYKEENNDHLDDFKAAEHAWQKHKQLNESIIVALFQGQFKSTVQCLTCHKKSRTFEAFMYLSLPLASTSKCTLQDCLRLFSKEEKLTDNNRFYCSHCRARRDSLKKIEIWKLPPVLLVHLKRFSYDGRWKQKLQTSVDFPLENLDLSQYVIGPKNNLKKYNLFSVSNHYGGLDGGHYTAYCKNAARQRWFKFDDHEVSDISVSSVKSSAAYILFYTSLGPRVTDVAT
OTUD3 inh: inhibitors of human OTUD3 deubiquitinase | OTU domain-containing protein 3 (Homo sapiens), Q5T2D3 | purified OTUD3, Ub-rhodamine fluorescence, 2 h | inhibition, % at 25 µM | hit rate 0.7% among 47,000
* hit, by the source's call; · = no result given. Cut-off read from the data, not from the text of the source: active = inhibition above about 30%; inactive = the rest.

SMILES | USP7 inh | UCHL1 inh | USP30 block | USP28 block | USP10 block | USP17 block | USP8 inh | OTUD3 inh
CC(=O)c1cccc(NC(=O)c2ccc(OC3CSC3)cc2)c1 | 6 | 3 | 19 | 15 | 10 | 13 | -20 | 12
CCOc1ccc(Br)cc1S(=O)(=O)Nc1ccccc1N1CCOCC1 | -21 | 9 | 15 | 6 | 11 | -1 | 10 | 12
CCOC(=O)c1csc(-c2ccc(F)cc2F)n1 | -4 | 1 | 18 | 42* | 0 | 5 | 25 | 12
Cn1c(NC(=O)CCc2ccccc2)cc(=O)n(C)c1=O | -3 | -3 | -13 | -7 | -1 | -10 | -20 | -8
COc1nccc(N2CCC(CC(=O)N3CCN(C)CC3)CC2)n1 | -1 | -4 | 1 | -6 | -2 | -2 | -3 | -5
Cc1ccc(Sc2c(C(F)(F)F)[nH]n(-c3ccccc3)c2=O)cc1 | -9 | -1 | 28 | 7 | 20 | 33* | -45 | 2
COc1ccc(C2[C@@H]3CCCC[C@]3(O)CCN2C(=O)/C=C/c2ccccc2)cc1 (stereo not given in full) | -4 | 1 | -6 | -5 | -1 | -10 | -29 | -7
Fc1cccc(-n2cc(-c3noc(-c4ccncc4)n3)nn2)c1 | -89 | 0 | 18 | 4 | 0 | 11 | 7 | 4
CC(C)n1ccc(-c2cc(C(=O)N3CCCN(C)CC3)c3ccccn23)n1 | -15 | -5 | -140 | -33 | -6 | -71 | -167 | -27
O=C(CN1C=NC2=NS(=O)(=O)c3ccccc3N21)Nc1cc(F)ccc1F | 3 | 0 | 18 | 10 | 2 | 76* | 23 | 12
Cc1cc(C(=O)Nc2nc3ccc(F)cc3s2)nn1C | 1 | 2 | 2 | 7 | 1 | 2 | 1 | 2
Fc1ccc(N=c2scc(-c3ccccc3F)n2CC2CCCO2)cc1 (stereo not given) | -1 | 3 | 3 | 10 | 8 | -2 | -11 | 4
Cc1ccc(-c2cc(CC3(C(=O)N(C)C)CCCN(C(=O)C4CCCC4)C3)on2)cc1 (stereo not given) | 0 | 3 | 0 | 9 | -1 | 8 | 4 | 3
COC(=O)CNC(=O)C1c2ccccc2C(=O)N(Cc2ccccc2)C12CCCC2 (stereo not given) | 0 | 0 | 12 | 3 | 0 | 12 | 17 | 4
CC(=O)Nc1ccc(C2(C(=O)NCc3ccccc3F)CCC2)cc1 | 1 | 1 | -2 | 0 | -1 | 3 | 15 | -3
COc1ccc(-n2nnc3c(SCc4ccccc4)ncnc32)cc1 | -3 | 2 | 15 | 5 | 2 | 23 | 29 | 16
Cc1ccc(NC(=O)c2ccc(NS(=O)(=O)c3c(C)noc3C)cc2)c(C)c1 | 2 | 0 | 3 | -1 | 0 | 3 | 6 | 1
O=c1c(Cc2ccccc2)coc2ccccc12 | -29 | 2 | 24 | 50* | 2 | 12 | 11 | 12
CN1[C@@H](CCC(=O)NCc2cccnc2)CNC(=O)[C@@H]2[C@H]1CCN2Cc1ccc(C(F)(F)F)cc1 | -14 | 0 | -42 | -1 | 1 | -69 | 14 | 1
CCc1nn(CC(=O)NCc2ccco2)c(=O)c2cc3ccccc3n12 | 2 | 3 | -2 | 3 | 18 | 12 | 24 | -3
CSC1SCC2C(=O)N(C)C(C(C)C)C(=O)OCC(NC(=O)c3cnc4ccccc4n3)C(=O)NC(C)C(=O)N(C)C1C(=O)N(C)C(C(C)C)C(=O)OCC(NC(=O)c1cnc3ccccc3n1)C(=O)NC(C)C(=O)N2C (stereo not given) | 13 | 7 | 4 | -3 | -2 | 16 | 1 | -10
Cc1ccc(NC2=C(CC(=O)O)C(c3ccccc3F)N(c3ccc(C)cc3)C2=O)cc1 (stereo not given) | 0 | 0 | -15 | -2 | 2 | -38 | -214 | 11
Cc1nn(-c2ccccc2)c2nc(C(F)(F)F)[nH]c(=O)c12 | 3 | 0 | · | · | 1 | 4 | 7 | -1
CCC(=O)N1CCc2cc(C(=O)N3CCN(c4ccc(C(C)=O)cc4)CC3)ccc21 | 0 | 0 | -1 | -13 | 0 | -5 | 0 | -15
CCC(C#N)(c1ccccc1)c1ccc(N)cc1 (stereo not given) | -1 | 5 | 2 | 15 | 2 | 0 | 15 | 5
COc1cccc2sc(N(CCCN(C)C)C(=O)c3ccco3)nc12 | -4 | 0 | 10 | 15 | 1 | -4 | -18 | 3
CCCN1CCC2(Cc3ccccc3CN(C(=O)c3ccccc3)C2)C1 (stereo not given) | -2 | 0 | -1 | 5 | -5 | 1 | 15 | 8
CCOc1cc(=O)c(C(=O)Nc2cccc(C#N)c2)nn1-c1ccccc1 | -5 | -3 | -11 | -4 | 0 | -2 | -6 | -5
O=C(Cn1cc(S(=O)(=O)Cc2ccccc2)c2ccccc21)NC1CCCCC1 | -6 | -3 | -179 | -10 | -2 | 17 | 30* | -14
Cc1cc(C)n(-c2cccc(CN3C[C@@H](c4cccnc4)[C@@]4(CCCC(=O)N4)C3)c2)n1 | -1 | -6 | 11 | -5 | -2 | 1 | 9 | -4
Cc1ccccc1NC(=O)C(Sc1ccc(NC(=O)c2ccccc2C(=O)O)cc1)c1ccccc1 (stereo not given) | -7 | -1 | 1 | -28 | 12 | -6 | -38 | 1
C=C(C)CSc1nc(Cc2ccccc2)nc2sc3c(c12)CC(C)(C)OC3 | 9 | 4 | 11 | 33* | 3 | 8 | 10 | 14
CC(C)N1CCN(C(=O)CN2C(=O)C3CCCN3C(=O)c3cc(F)ccc32)CC1 (stereo not given) | 3 | -1 | 0 | -3 | -3 | 0 | 9 | -14
Cc1ccc(C)c(NC(=O)CCc2nc(CSc3nc4ccccc4o3)no2)c1 | 1 | 3 | 52* | 20 | 2 | 15 | -4 | 39*
CN1CC(=O)N(C2CCCNC2)Cc2c1ncnc2N1CCCC(O)C1 (stereo not given) | 5 | 0 | 17 | 3 | -2 | · | -158 | 13
O=C(N[C@@H]1CC[C@@H](Oc2cccc(F)c2)[C@H](O)[C@H]1O)c1cccc(F)c1 | -1 | 0 | -4 | -13 | 0 | -5 | 0 | -8
Cn1nccc1C(=O)N[C@@H]1C[C@@H](Oc2ccccc2)[C@H](O)[C@H]1N1CCCCC1 | 9 | 5 | 0 | 2 | 5 | 2 | 9 | 8
Cc1ncc(-c2ccncc2)c(C2CCN(C(=O)c3ccccn3)CC2)n1 | 1 | -2 | -16 | -7 | 0 | -3 | 7 | -4
CC(C)(C)C(=O)Cn1c(=O)n(Cc2ccco2)c(=O)c2ccc(C(=O)NC3CCCC3)cc21 | 5 | 1 | 12 | -7 | 15 | 0 | 2 | -2
Cc1nc(Nc2cc(C)[nH]n2)cc(C2CCCN2C(=O)C2CCCCN2)n1 (stereo not given) | 3 | -1 | -9 | -3 | 0 | -19 | 0 | 5
COc1ccc(N(C)C(=O)Cn2ncc3c2-c2ccccc2OC3)c(OC)c1 | -1 | -2 | -3 | -15 | 0 | -20 | 2 | -12
N#Cc1ccccc1-c1ccccc1C(=O)Nc1ccc(Br)cc1 | -4 | 7 | 12 | 8 | 6 | 0 | 8 | 1
Cc1ccc(NC(=O)c2nnn(-c3ccccc3)n2)cc1F | -28 | 4 | 6 | 56* | 7 | 5 | -5 | 12
Cc1nn(C)c2nc(C3(C)CCCN(C(=O)c4cnccn4)C3)ccc12 (stereo not given) | -2 | 0 | 1 | -11 | 1 | -12 | 3 | 3
Cc1cccn2c(=O)c3cc(C#N)c(=O)n(-c4cccc(C(F)(F)F)c4)c3nc12 | -22 | -35 | -387 | -69 | -8 | -88 | -2 | -52
Cc1ccc(C(=O)N2CCN(c3nc(-c4ccccc4)c4cc(Cl)ccc4n3)CC2)cc1 | 0 | -4 | -9 | -3 | 0 | 2 | 2 | -5
Cc1cc(=O)n(CC(=O)NCCc2ccc(Cl)cc2)c2c1c(C)nn2-c1ccccc1 | -40 | 1 | 17 | 9 | 3 | 11 | 22 | 11
COc1ccc(OC)c(CCNC(=O)CCc2c(C)nc3c(c(C)nn3-c3ccc(C)c(C)c3)c2C)c1 | 6 | 4 | 0 | 2 | -1 | 7 | 5 | 8
Cc1c(OCc2ccccc2F)ccc2c1OC(C)(C)CC2=O | -27 | 6 | 28 | 12 | 12 | 31* | 19 | 6
COc1ccc(S(=O)(=O)NCCC(=O)N2CCCC(c3nnc4ccccn34)C2)cc1 (stereo not given) | 10 | 3 | 13 | -213 | 1 | 7 | 5 | 5
(listing goes on)
SMILES | USP7 inh | UCHL1 inh | USP30 block | USP28 block | USP10 block | USP17 block | USP8 inh | OTUD3 inh
CC(NC(=O)Cc1ccccc1Cl)c1nc(-c2cccnc2)n[nH]1 (stereo not given) | 6 | 3 | 11 | 14 | 3 | 14 | 22 | 6
CN(C(=O)c1cc(-c2ccccc2)on1)C1CCCc2ccccc21 (stereo not given) | 4 | 0 | -5 | 0 | 0 | -8 | -3 | 1
Cc1cc(NC(=O)CSc2nnc(-c3ccco3)o2)no1 | 1 | -2 | -18 | -3 | 4 | -7 | 9 | 3
Cc1nn(C)c(C)c1CCNC(=O)Nc1ccccc1 | 5 | 0 | 0 | -3 | -2 | 0 | 1 | -5
CC(=O)c1ccc(NC(=O)C[n+]2cc(-c3ccc(Cl)cc3)n3c2CCC3)cc1 | 1 | -3 | 19 | 23 | -4 | 67* | -84 | 21
O=C(Nc1ccc(F)c(F)c1)c1ccc(-c2cncnc2)nc1 | -4 | -4 | -47 | -4 | -3 | -28 | -22 | -19
COCCN1C[C@H]2N(c3ncccn3)CCC[C@@]2(C(=O)NCC2CC2)C1 | -2 | -3 | -1 | -3 | 0 | -11 | -81 | -1
COc1cccc(C2CC(=O)Nc3n[nH]c(C)c32)c1OCc1ccc(F)cc1 (stereo not given) | -13 | -1 | 0 | -8 | 3 | -4 | -6 | -2
CCOc1ccccc1C(=O)OCC(=O)Nc1ncc(Cl)cc1Cl | -13 | -14 | -209 | -51 | -7 | -58 | -62 | -50
Cc1ccc2c(c1)C(=O)c1c(O)cccc1C2=O | -1 | -4 | 11 | 3 | -3 | 1 | -17 | 9
CCCCn1c(=O)c(CCC(=O)OCC(=O)Nc2ccc3c(c2)OCO3)nc2ccccc21 | -1 | -1 | -28 | -26 | -4 | -2 | 5 | -25
CCNC(=O)N1CCCC(c2cccc(C(=O)NCc3ccccc3OC)c2)C1 (stereo not given) | 2 | 1 | 2 | -10 | 0 | -12 | -7 | 0
CN1CCN(c2ccc3nnc(CCC(=O)NCCC4=CCCCC4)n3n2)CC1 | -1 | -4 | -36 | -19 | -6 | -3 | 23 | -21
COc1ccc(-c2c(C)c(-c3ccccc3)nc(N)c2C#N)cc1 | 2 | 0 | -2 | 2 | 3 | 0 | 9 | -9
COc1ccccc1C(=O)NCC(c1ccco1)N1CCCC1 (stereo not given) | -3 | -1 | -16 | -11 | -1 | -6 | -1 | -11
CCCNC(=O)c1cc(OCc2ccc(C)cc2)nc2ccccc12 | 2 | -2 | 15 | 1 | 0 | 3 | -7 | 8
O=c1ccc(-c2noc(-c3ccc4cc[nH]c4c3)n2)c[nH]1 | -19 | -16 | -273 | 11 | -3 | 59* | 51* | -20
Cc1cc(-c2nccnc2CC2CCCN(S(C)(=O)=O)C2)n[nH]1 (stereo not given) | 5 | 4 | -25 | -16 | -4 | -27 | -67 | -9

Gathered by group, those above containing an NH in an aromatic ring.
SMILES | USP7 inh | UCHL1 inh | USP30 block | USP28 block | USP10 block | USP17 block | USP8 inh | OTUD3 inh
Cc1ccc(Sc2c(C(F)(F)F)[nH]n(-c3ccccc3)c2=O)cc1 | -9 | -1 | 28 | 7 | 20 | 33* | -45 | 2
Cc1nn(-c2ccccc2)c2nc(C(F)(F)F)[nH]c(=O)c12 | 3 | 0 | · | · | 1 | 4 | 7 | -1
Cc1nc(Nc2cc(C)[nH]n2)cc(C2CCCN2C(=O)C2CCCCN2)n1 (stereo not given) | 3 | -1 | -9 | -3 | 0 | -19 | 0 | 5
CC(NC(=O)Cc1ccccc1Cl)c1nc(-c2cccnc2)n[nH]1 (stereo not given) | 6 | 3 | 11 | 14 | 3 | 14 | 22 | 6
COc1cccc(C2CC(=O)Nc3n[nH]c(C)c32)c1OCc1ccc(F)cc1 (stereo not given) | -13 | -1 | 0 | -8 | 3 | -4 | -6 | -2
O=c1ccc(-c2noc(-c3ccc4cc[nH]c4c3)n2)c[nH]1 | -19 | -16 | -273 | 11 | -3 | 59* | 51* | -20
Cc1cc(-c2nccnc2CC2CCCN(S(C)(=O)=O)C2)n[nH]1 (stereo not given) | 5 | 4 | -25 | -16 | -4 | -27 | -67 | -9
